# Cdc42 wt GTP = human Cdc42 wildtype GTP binding change, either direction. P60953. GST-Cdc42 beads, Bodipy-GTP binding, flow cytometry; actives lie on both sides. percent activity (GTP binding), % at 10 µM. actives 0.2% (n = 190,000). AID 761;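 active = percent activity GTP binding at least 20 points away from the 100% baseline, either down as inhibitor or up as activator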;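 also: median bead fluorescence of bound Bodipy-FL-GTP at 100 nM; 0% = excess unlabeled GTP control and 100% = no compound control; below 100% means less GTP binding so inhibitor and above means activator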
# Target sequence (P60953 whole entry, looked up): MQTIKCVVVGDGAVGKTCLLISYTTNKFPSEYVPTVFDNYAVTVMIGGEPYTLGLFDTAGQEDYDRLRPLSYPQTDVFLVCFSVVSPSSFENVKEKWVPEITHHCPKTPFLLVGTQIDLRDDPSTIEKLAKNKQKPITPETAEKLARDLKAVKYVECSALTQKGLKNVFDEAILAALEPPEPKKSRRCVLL
# Bim-Mcl-1 = inhibitors of Bim-Mcl-1 interaction, human; Q07820; Bead-based flow cytometry, Bim peptide-Mcl-1 binding; inhibition, % at 10 µM; actives 0.1% (n = 190,000); in the data active = inhibition above about 40%;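 also: 0% = no compound tracer wells and 100% = peptide blocker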
# Target sequence (Q07820 whole entry, looked up): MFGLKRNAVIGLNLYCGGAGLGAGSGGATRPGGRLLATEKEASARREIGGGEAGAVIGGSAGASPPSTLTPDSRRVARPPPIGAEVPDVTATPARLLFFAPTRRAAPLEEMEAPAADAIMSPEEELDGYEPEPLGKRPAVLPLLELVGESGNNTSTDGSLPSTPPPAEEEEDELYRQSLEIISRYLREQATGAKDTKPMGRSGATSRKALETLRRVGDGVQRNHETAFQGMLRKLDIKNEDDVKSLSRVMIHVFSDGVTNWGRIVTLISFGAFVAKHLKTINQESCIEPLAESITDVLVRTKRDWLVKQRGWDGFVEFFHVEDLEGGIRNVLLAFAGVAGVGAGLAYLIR
# Mcl1-Noxa inh = Mcl-1/Noxa interaction inhibition. Q07820. TR-FRET Mcl-1/Noxa peptide binding, 2 h. inhibition, % at 21.7 µM. actives 1.5% (n = 220,000). AID 1022;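 active = compounds that cut the protein-peptide binding signal by more than 50% relative to plate controls in a single-dose test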;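 also: His-tagged Mcl-1 with rhodamine Noxa BH3 peptide and terbium anti-His antibody; 0% = Mcl-1 plus Noxa peptide wells and 100% = peptide-only wells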
# Rac1 act GTP bind = alters GTP binding to activated mutant human Rac1; percent activity (GTP binding), % at 10 µM; GST-Rac1 activated beads, fluorescent GTP binding, flow cytometry; actives lie on both sides; 100% means binding = to untreated wells; actives 0.11% (n = 190,000); P63000;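 active = GTP binding at least 20 percentage points away from the 100% baseline, in either direction, so actives lie on both sides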
# Mcl1-Bid inh = Mcl-1/Bid interaction inhibition. Q07820. TR-FRET Mcl-1/Bid-Dy647 peptide binding, 1536-well. inhibition, % at 21.7 µM. actives 0.97% (n = 220,000);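 active = compounds that cut the binding signal by more than half at the single screening dose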;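 also: His-tagged Mcl-1 with europium anti-His antibody binding Bid BH3 peptide; 0% = Mcl-1 plus peptide wells and 100% = peptide-only wells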
# Rab2A wt mod = changes GTP binding to wildtype dog Rab2A, up or down; P61105; GST-Rab2 wt beads, Bodipy-GTP binding, flow cytometry; GTP binding activity, % at 10 µM; actives 0.19% (n = 190,000); AID 760;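 active = GTP binding activity at least 20 points away from 100%, either lowered or raised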;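 also: 0% = beads with excess unlabeled GTP and 100% = no-compound control corrected for plate trend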
# Rab7 wt modul = modulators of GTP binding to dog Rab7 wildtype GTPase; GST-Rab7 beads, fluorescent GTP binding, flow cytometry; actives lie on both sides; untreated = 100%, excess cold GTP = 0%; GTP binding activity (percent of control), % at 10 µM; actives 0.055% (n = 190,000);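 active = fluorescent GTP binding to Rab7 beads changed by at least 20 points from the 100% baseline, either direction, mostly lower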;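 also: median green fluorescence of bound Bodipy-FL-GTP per Rab7 bead population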
# Rac1 wt GTP bind = modulators of human Rac1 wildtype GTP binding. GST-Rac1 beads, fluorescent GTP binding, flow cytometry; actives lie on both sides; 0 = cold GTP competed, 100 = untreated. GTP binding activity (% of control), % at 10 µM. actives 0.27% (n = 190,000). AID 757;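 active = GTP binding activity at least 20 points away from the 100% control level, either lower or higher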
# Pf gametocyte = P. falciparum stage V gametocyte viability inhibition | actives 0.065% (n = 150,000) | AID 743093 | inhibition, % at 10.9 µM | P. falciparum stage V gametocytes, ATP luminescence, 24 h;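 active = inhibition above the mean plus 3 SD of compounds within the control limits, set per campaign, cut at about 38% in these data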;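 also: 0% = DMSO wells and 100% = medium only without gametocytes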
# HRas wt GTP bind = human HRas wildtype GTP binding, change in either direction. P01112. GST-Ras wt beads, Bodipy-FL-GTP binding, flow cytometry; actives lie on both sides. GTP binding activity, % at 10 µM. actives 0.14% (n = 190,000);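 active = GTP binding activity at least 20% away from the 100% baseline, either lowered as inhibitor or raised as activator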;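 also: 0% = unlabeled GTP competition control and 100% = no-compound control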
# Target sequence (P01112 whole entry, looked up): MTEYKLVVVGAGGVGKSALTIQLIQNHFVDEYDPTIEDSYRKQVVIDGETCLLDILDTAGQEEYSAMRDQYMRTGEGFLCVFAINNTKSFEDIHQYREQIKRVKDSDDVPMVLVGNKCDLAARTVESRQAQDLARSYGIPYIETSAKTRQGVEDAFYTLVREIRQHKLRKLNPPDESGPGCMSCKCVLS
# Avidin bead fluor = compound fluoresces at 488/530 nm on avidin beads; compound fluorescence 488/530 nm, flow cytometry; stronger effect = higher value; fluorescence (KMESF) at 10 µM; actives 0.38% (n = 220,000); AID 1775; in the data active = fluorescence above about 47; also: inactives centre near 10
# Starred values were filed as active, the others as inactive; / = not tested or not shown; [ ] = dose if it differs, or a comment.
SMILES,Cdc42 wt GTP,Bim-Mcl-1,Mcl1-Noxa inh,Rac1 act GTP bind,Mcl1-Bid inh,Rab2A wt mod,Rab7 wt modul,Rac1 wt GTP bind,Pf gametocyte,HRas wt GTP bind,Avidin bead fluor
CCOC(=O)C1(Cc2ccccc2C(F)(F)F)CCN(C(=O)c2cc(C)n(C)n2)CC1,97,-2,-9,97,-14,98,94,99,1,97,9
Cc1ccc(S(=O)(=O)N2CCOCC2)cc1N/N=C(\C#N)c1nc2ccccc2[nH]1,95,19,3,93,-15,87,93,92,15,88,8
COc1ccccc1CNC(=S)NC1CCCCC1,98,-1,-6,98,-37,96,102,99,9,98,25
COc1ccc2cc(/C(C)=N/NC(=O)c3cc(-c4cccnc4)nc4ccccc34)ccc2c1,103,-3,19,106,31,104,106,106,-6,106,2
Cc1sc(NC(=O)CN(C)C2CCCCC2)nc1-c1ccc2c(c1)CCN2S(=O)(=O)c1ccccc1,96,-7,2,95,-26,96,94,94,/,96,6
O=CN1CCN(C(C(=O)NC2CCCC2)c2ccc(Cl)cc2)CC1 (centres undefined),97,0,2,94,-15,97,97,98,/,98,12
CC1CCCCN1C(=O)CSc1nc(-c2ccccc2)cn1N (centres undefined),99,2,0,98,-39,98,104,98,18,96,22
COc1ccc(OCC(O)CON2C(=O)c3ccccc3C2=O)cc1 (centres undefined),102,0,5,101,-5,99,99,101,7,99,16
Cc1cccc2c1N(CCOc1ccccc1Cl)C(=O)C2=O,88,-5,18,94,-14,93,95,96,/,97,16
CS(=O)(=O)N(CC(O)Cn1c2ccccc2c2ccccc21)c1ccccc1 (centres undefined),105,-4,7,100,-12,100,98,106,/,103,11
CC1=NN(c2ccccc2)C(=O)/C1=C\c1cc(C)n(-c2ccccc2)c1C,100,-4,12,99,-36,102,98,102,-1,99,12
O=C1c2ccccc2C(=O)N1CSc1nnc2c3ccccc3n(CCc3ccccc3)c2n1,105,-1,-4,99,1,98,99,107,/,102,8
CCC(CC)C(=O)OCC(=O)NC12CC3CC(CC(C3)C1)C2,102,0,0,101,-12,101,101,106,/,102,9
CCCCNC(=O)CC1N=C2c3ccccc3N=C(SCC(=O)Nc3cccc(OC)c3)N2C1=O (centres undefined),105,0,-4,99,-20,102,103,105,/,102,6
CCC(Sc1nc2n[nH]c(C)c2c(=N)n1-c1cccc(Cl)c1C)C(=O)N(CC)CC (centres undefined),99,-2,-10,98,-46,101,100,102,20,100,21
CC1=CC(C)(C)N2C(=O)C3(C(C#N)=C(N)OC4=C3C(=O)CCC4)c3c(C)c(C)cc1c32 (centres undefined),103,1,23,101,-23,96,95,102,18,101,31
CC(C)CCn1c(COc2ccccc2)n[nH]c1=S,97,-3,21,95,-38,95,95,98,10,94,12
COc1cc(OC)cc(-c2n[nH]c(=S)n2-c2cc(OC)ccc2OC)c1,100,-7,18,97,-7,102,102,105,23,100,15
COc1ccc(C(C)=O)cc1CSc1nnc(Nc2ccccc2)s1,99,-7,-1,100,-6,95,95,100,/,99,14
O=C(Cc1cccc(C(F)(F)F)c1)NCc1ccc(Cl)cc1Cl,96,1,-5,100,-16,99,96,99,7,99,6

# A run of entries taken from the entries so far, for reference:
SMILES,Cdc42 wt GTP,Bim-Mcl-1,Mcl1-Noxa inh,Rac1 act GTP bind,Mcl1-Bid inh,Rab2A wt mod,Rab7 wt modul,Rac1 wt GTP bind,Pf gametocyte,HRas wt GTP bind,Avidin bead fluor
CCOC(=O)C1(Cc2ccccc2C(F)(F)F)CCN(C(=O)c2cc(C)n(C)n2)CC1,97,-2,-9,97,-14,98,94,99,1,97,9
Cc1ccc(S(=O)(=O)N2CCOCC2)cc1N/N=C(\C#N)c1nc2ccccc2[nH]1,95,19,3,93,-15,87,93,92,15,88,8

# Further entries
SMILES,Cdc42 wt GTP,Bim-Mcl-1,Mcl1-Noxa inh,Rac1 act GTP bind,Mcl1-Bid inh,Rab2A wt mod,Rab7 wt modul,Rac1 wt GTP bind,Pf gametocyte,HRas wt GTP bind,Avidin bead fluor
CC(C)(CS(=O)(=O)[O-])NC(=O)CC[N+](C)(C)CCO,101,0,9,100,-32,99,99,103,-21,99,6
Cc1cnc(C(=O)NCCc2ccc(S(=O)(=O)NC(=O)NC3CCCCC3)cc2)cn1,103,-4,21,97,10,98,96,98,/,99,7
Cn1c(CNC(=O)c2ccccc2F)nnc1SCC(=O)N1CCN(c2ccccc2)CC1,93,0,14,94,-15,95,108,98,/,101,8
COc1cccc(-c2nnc(N(C)C(=O)c3ccno3)s2)c1,97,-3,6,97,-16,100,100,96,/,99,7
COc1ccc(C(=O)Nc2ccccc2C(=O)NC(Cc2ccc(O)cc2)C(=O)NNC(=O)c2ccncc2)cc1 (centres undefined),96,-6,21,94,-17,97,101,97,/,95,9
CC(/C=C/c1ccccc1)=N\NC(=O)C1CC1(C)c1ccccc1 (centres undefined),89,-1,25,91,4,91,90,95,12,91,3
C=CCn1c(-c2csc(-c3ccc(Cl)cc3)n2)n[nH]c1=S,116,-5,22,101,-22,112,105,120*[activator],/,110,11
O=C(NCc1ccco1)C1CCCN(S(=O)(=O)Cc2ccccc2)C1 (centres undefined),102,-1,25,100,2,101,97,106,/,101,29
Cc1cc(C)cc(NC(=O)c2ccc(CSc3nnc(C)s3)cc2)c1,98,-2,12,97,9,96,99,96,/,98,11
NS(=O)(=O)c1cnccc1Nc1ccc(Cl)cc1,100,-4,5,100,-24,102,102,105,4,103,4
O=C(Nc1cccc2ccccc12)c1cnsn1,101,1,21,100,-28,98,98,102,-12,97,13
Cc1ccc(NC(Cc2cc(C)no2)c2ccccc2)cc1 (centres undefined),101,-2,8,99,-56,99,101,100,10,99,2
N#Cc1c(-c2ccco2)cc(C2CC2)nc1N,97,3,13,97,-3,96,95,95,-1,96,7
COCCCNC(=O)c1ccc(N2CCOCC2)c(NS(=O)(=O)c2ccc(OC)cc2)c1,101,-3,15,98,4,98,99,100,/,98,/
CCCOc1ccc(S(=O)(=O)NNC(=O)c2cc3ccccc3o2)cc1,94,-2,8,90,-1,92,93,95,16,93,5
Cc1ccc(-n2c(SCc3nnc4n3CCC4)nnc2-c2ccccc2)cc1,95,-6,8,98,3,102,102,98,/,99,8
Cc1cc(N2CCOCC2)ccc1/C=C1\SC(=O)N(C(C)C)C1=O,104,1,5,97,-44,102,101,98,/,103,15
O=C(O)CN(c1ccc(F)cc1)S(=O)(=O)c1ccc2c(c1)OCCO2,101,0,7,99,-25,101,102,102,-7,101,10
Cc1cc(Nc2ccccc2)n(CCOC(=O)COc2ccccc2)n1,99,0,4,98,-31,101,98,101,/,100,15
Cn1ncc2c(N3CCN(c4ccccc4F)CC3)ncnc21,103,-4,0,103,-21,102,103,106,/,103,14
CCC1CCc2c(sc(N)c2C(N)=O)C1 (centres undefined),103,-11,25,99,-24,100,101,103,/,104,6
COc1ccc(OCCSc2nc3ccccc3n2CC(=O)O)cc1,103,1,4,100,-2,98,101,102,/,101,4
S=C(Nc1ccccc1)Nc1nc2ccccc2n1CCOc1ccc(Cl)cc1,102,21,-90,99,-85,99,98,102,-8,97,9
O=C(NNS(=O)(=O)c1ccccc1F)c1cccc(S(=O)(=O)N2CCOCC2)c1,103,-3,4,102,-11,101,97,105,-28,103,18
CC(C)c1ccc(NC(=O)c2cccnc2)cc1,98,0,-5,98,-12,100,101,103,/,100,29
CCOc1ccc(-c2cc(N3C(=O)Nc4ccccc4N3O)n[nH]2)cc1,96,0,25,94,0,94,93,94,4,92,16
CCOC(=O)c1ccc(NC(=S)N(CCCN(CC)CC)Cc2ccco2)cc1,103,0,13,99,-34,101,99,104,/,101,8
COC(CNC(=O)c1ccc(Cn2c(=S)[nH]c3cc4c(cc3c2=O)OCO4)cc1)OC,105,-1,4,101,4,101,101,105,13,102,13
COCCN(Cc1cc2cc(C)ccc2n2nnnc12)C(=S)Nc1cccc(C)c1,93,1,-71,88,-88,92,95,95,/,95,9
COc1ccc(NC(=O)CSc2nnc3n2CCCCC3)cc1,99,-2,-21,99,-2,99,96,103,17,100,5
CNCCC1Sc2ccccc2Oc2ccccc21 (centres undefined),95,0,38,96,20,99,103,98,29,97,22
N#Cc1cccc(NC(=O)C2SC(=Nc3ccccc3)C(C(=O)N3CCOCC3)=C2N)c1 (centres undefined),98,-1,4,99,-75,89,90,106,2,94,11
CCCCc1nc(NCCN)c(C#N)c2c1CSC(C)(C)C2,94,-1,16,92,12,93,92,89,-12,96,7
Cn1nc(C(=O)Oc2cc(=O)n(C)c3ccccc23)c2ccccc2c1=O,97,3,28,97,-39,97,101,96,-9,96,9
Cn1c(C(=O)NCCc2ccsc2)cc2c(=O)n(C)c3ccccc3c21,101,-1,-10,105,-13,101,101,104,/,102,4
C=CCN1CCc2nc(N)sc2CC1,100,-2,25,100,-5,97,95,96,/,99,3
COc1cccc(NC(=O)CC2COc3ccccc3O2)c1 (centres undefined),104,-1,-18,101,9,101,100,107,-7,101,35
COCC(=O)N1CCC(Oc2ccc(C(=O)NCCc3ccncc3)cc2)CC1,109,0,15,102,0,103,104,108,7,103,10
O=S(=O)(c1ccc(F)cc1)N1CCN(c2ccccn2)CC1,97,0,12,97,-23,98,100,103,-12,98,10
O=C1C2CCCCN2C(=O)N1CCCCN1CCN(c2ccc([N+](=O)[O-])cc2)CC1 (centres undefined),98,-6,-1,100,-23,101,100,102,/,102,11
CC(C)C(=O)Nc1cccc(NC(=O)c2cc3ccccc3o2)c1,98,0,-1,96,-22,99,102,106,19,104,11
COc1ccc(C2CC2C(C)=O)cc1 (centres undefined),96,1,6,96,-32,99,97,98,0,97,10
CC(=O)Nc1ccccc1OCC(=O)c1ccc2c(c1)OCO2,98,-2,31,100,7,100,100,102,19,100,6
CC(NC(=O)c1noc2c1CCCC2)c1ccccc1 (centres undefined),97,0,-7,97,-7,98,94,100,-4,95,20
CC(O)CNc1nc2ccccc2n1CC(=O)NCC(F)(F)F (centres undefined),99,0,-2,97,-41,96,97,97,20,96,25
Cc1cc(C)c2c(NC(=S)Nc3ccccc3)n[nH]c2n1,99,1,60*,98,-37,98,104,101,-10,101,10
O=C(CN(Cc1ccc(F)cc1)C(=O)CCC(=O)Nc1ccccn1)NCc1ccco1,99,-3,20,97,18,97,96,95,10,98,30
Cc1ccc(/C=N/n2nnnc2N)cc1[N+](=O)[O-],99,0,20,99,-13,98,97,101,/,99,34
CCc1ccccc1NC(=O)CC1S/C(=N\c2nccs2)N(CC)C1=O (centres undefined),100,-1,-20,100,-7,101,103,104,18,103,33
O=C(COC(=O)/C=C/c1ccc(Cl)cc1)Nc1ccccc1,92,0,0,92,-26,93,102,93,8,94,9
CC(C)Oc1ccc(C(=O)Nc2ccc(N3CCCCC3)cc2)cc1,101,-3,34,96,-40,96,101,104,-17,100,14

# Assay outcomes deposited in PubChem by several laboratories.
